Compound activity (PubChem)
UbGFP stabilizer = ubiquitin-GFP accumulation via proteasome inhibition; 67,000 tested, under 10 active; Potency, µM (doses to about 45.9 µM), inactives show at the top dose activation (GFP accumulation), usual class: activators; Ubiquitin-GFP reporter cells, proteasome inhibition, GFP fluorescence; response scale: untreated = 0%, 10 µM MG-132 = 100%; active = well fitted activation curve with a large enough effect, not every such curve was filed as active; inconclusive = small, poorly fitted or top-dose-only effect, or another doubt; inactive = no such curve, though single readings can be large or run the other way; note: potency is the fitted concentration of half-maximal effect
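Proteasome blockade was scored as a rise in GFP-expressing U2OS cells carrying a ubiquitin(G76V)-GFP construct, imaged after 4 hr compound treatment at 37 °C across a 46 uM–2.9 nM series.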
CRE Fsk mod = CRE-bla signaling modulation under forskolin stimulation. CHO CRE-bla reporter (cAMP response element driving beta-lactamase), forskolin EC10, beta-lactamase ratio. Potency, µM (highest dose often 38.2 µM), for the others: at the highest dose activity change, negative = inhibition, hits mostly activators. 2.5% of 71,000 active; active = well fitted activation curve with a large enough effect in the signal ratio, with a control signal flat, not every such curve was filed as active; inconclusive = small, poorly fitted or top-dose-only effect, or effect the other way, or a change in a side signal; the % refers to the signal ratio; note: potency is the fitted concentration of half-maximal effect; % of control where 0% means no effect
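AC50 values, positive or negative, reflect shifts in EC10 NKH 477-induced CRE-bla reporter activity in CHO cells. Incubation lasted 3 h at 37 °C before CCF4 substrate (2 h, room temperature) and ratiometric 460/530 nm reading.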
Pol III holo inh = inhibitors of bacterial DNA polymerase III holoenzyme; reconstituted DNA polymerase III holoenzyme replication, biochemical; Potency, µM (series often up to 57.1 µM), inactives show at the highest dose activity change, negative = inhibition; 0.25% of 71,000 active; note: potency is the fitted concentration of half-maximal effect; % is set by controls: 0 for no effect and ±100 for the full control effect
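Reconstituted *E. coli* holoenzyme (0.35 nM Pol III, 1 nM beta, 154 nM SSB, 2 nM primase) was preincubated with compound for 15 min at RT. Synthesis on 1.4 nM ssM13Gori ran 35 min, then was stopped with PicoGreen/EDTA and read as dsDNA fluorescence.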
GFP derepression = derepresses silenced GFP locus in mouse C127i cells | mouse C127i GFP locus derepression, cytometry, 30 h | Potency, µM (series often up to 46.1 µM), without a hit: at the highest dose GFP derepression (activation) | 0.09% of 68,000 active | AID 597; note: % of control where 0% means no effect
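Derepression screen: silenced CMV-GFP reporter in murine C127i cells, 30 h compound incubation at 37 C, washed cells imaged by laser-scanning cytometer to enumerate GFP-expressing objects of 20 to 120 um.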
BRCT PPI red = disrupts BRCA1 BRCT binding to phosphoprotein, red fluorophore readout | P38398 | BRCT-phosphopeptide binding, red fluorescence polarization | Potency, µM (series often up to 76.9 µM), for inactives: top-dose activity change, negative = inhibition, actives largely listed as inhibitors | 0.03% of 75,000 active | AID 892; note: % is set by controls: 0 for no effect and ±100 for the full control effect
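Rhodamine-labelled pBACH1 10-mer (100 nM) bound to BRCT domain (100 nM) at pH 7.3; compounds incubated 12 min room temperature, polarization read. Free peptide defines full inhibition; unlabelled decapeptide titrated as control.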
USP2a inh = inhibitors of human ubiquitin-specific protease USP2a | 0.1% of 60,000 active | Potency, µM (highest dose often 38.3 µM), for inactives: at the top dose activity change, negative = inhibition, hits mostly inhibitors | USP2a enzymatic assay, qHTS inhibition;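 note: potency is the fitted concentration of half-maximal effect; nearly all actives have a fitted effect of over 60% in size; plate controls were DMSO for no effect and NEM full inhibition control for full effect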
Target sequence (O75604 whole entry, looked up): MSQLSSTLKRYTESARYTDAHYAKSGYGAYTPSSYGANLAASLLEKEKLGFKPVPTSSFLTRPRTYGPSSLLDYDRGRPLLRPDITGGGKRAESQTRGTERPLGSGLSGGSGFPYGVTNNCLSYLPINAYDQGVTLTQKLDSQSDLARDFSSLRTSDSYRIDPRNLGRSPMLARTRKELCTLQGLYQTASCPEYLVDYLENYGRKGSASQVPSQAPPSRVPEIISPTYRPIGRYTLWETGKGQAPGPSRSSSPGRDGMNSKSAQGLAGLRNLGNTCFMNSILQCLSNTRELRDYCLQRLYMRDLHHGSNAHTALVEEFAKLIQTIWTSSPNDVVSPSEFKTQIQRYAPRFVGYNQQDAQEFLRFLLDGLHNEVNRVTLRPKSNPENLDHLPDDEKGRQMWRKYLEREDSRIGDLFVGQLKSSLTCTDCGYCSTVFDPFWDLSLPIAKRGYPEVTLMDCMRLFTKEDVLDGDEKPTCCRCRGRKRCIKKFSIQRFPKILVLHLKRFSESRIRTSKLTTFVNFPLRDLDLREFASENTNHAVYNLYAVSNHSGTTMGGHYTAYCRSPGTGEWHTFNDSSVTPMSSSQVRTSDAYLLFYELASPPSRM
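20 nM USP2 core + cpd, 30 min RT; add 20 nM Ub-PLA2/20 uM NBD C6-HPC; read Ex460/Em535 at 0 h and 2.5 h. Normalized to NEM; qHTS curve fit/classification.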
ALOX15 inhib = blocks human 15-lipoxygenase activity. Potency, µM (highest dose often 57.1 µM), for the others: top-dose activity change, negative = inhibition, usual class: inhibitors. 1.4% of 74,000 active. purified 15hLO-1, xylenol orange hydroperoxide absorbance. P16050; note: potency is the fitted concentration of half-maximal effect; % is set by controls: 0 for no effect and ±100 for the full control effect; nearly all actives have a fitted effect of over 55% in size
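Purified human 15hLO-1 (40 nM) in 25 mM Hepes pH 7.5, 0.01% Triton X-100, preincubated 15 min RT with compound, then 50 uM arachidonic acid for 6 min. Hydroperoxide read by ferrous/xylenol orange, 30 min; 573/405 nm absorbance ratio gave progress.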
HBB splice mod = alters splicing of the hemoglobin beta chain; HBB splicing reporter cell assay, activation; EGFP reporter with mutant IVS2-654 intron; response scale: normalised to 500 nM splice-correcting PNA; Potency, µM (series often up to 46.1 µM), without a hit: at the highest dose activation, usual class: activators; 0.06% of 65,000 active; AID 925; note: potency is the fitted concentration of half-maximal effect; 0% is about no effect
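Compounds were applied for 2 days to HeLa EGFP-654 cells, 500/well in Optimem with 2% FCS. The reporter's EGFP is disrupted by mis-splicing of beta-globin intron IVS2-654. Readout: summed well GFP fluorescence from 488 nm laser scanning; reference was 500 nM antisense […] 654 PNA.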
Hsp90 Hop PPI = changes Hsp90-Hop TPR2A binding signal, up or down. AlphaScreen TPR2A-His6 binding biotin-Hsp90 C-terminal peptide. Potency, µM (highest dose often 57 µM), for the others: top-dose activity change, negative = inhibition. 0.44% of 71,000 active. AID 595; active = well fitted curve in either direction with a large enough effect; inconclusive = small, poorly fitted or top-dose-only effect, or another doubt; note: potency is the fitted concentration of half-maximal effect; % is set by controls: 0 for no effect and ±100 for the full control effect; many of its hits are not listed in these tables
BRCT inh green = inhibitors of human BRCA1 BRCT-phosphoprotein interaction (green fluorophore) | Potency, µM (series often up to 76.9 µM), without a hit: at the highest dose activity change, negative = inhibition, usual class: inhibitors | P38398 | 0.05% of 75,000 active | BRCA1 BRCT-phosphopeptide binding, green fluorescence polarization;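 note: potency is the fitted concentration of half-maximal effect; plate controls were peptide without protein for full effect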
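Fluorescence polarization: His-tagged BRCT (~35 kDa BRCA1 C-terminus, 250 nM) bound to 100 nM fluorescein-labeled phosphorylated 10-aa BACH1 peptide, pH 7.3 phosphate buffer with DTT and Tween 20. Compounds incubated 12 min at room temperature; inhibition read as lowered polarization.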
HADH2 inh = HADH2 (human) dehydrogenase inhibition; Q99714; recombinant HADH2, NADH fluorescence, beta-hydroxybutyryl-CoA; Potency, µM (highest dose often 57.1 µM), inactives show at the highest dose activity change, negative = inhibition, actives largely listed as inhibitors; 3.4% of 73,000 active; AID 886; note: potency is the fitted concentration of half-maximal effect; % is set by controls: 0 for no effect and ±100 for the full control effect; nearly all actives have a fitted effect of over 60% in size; many of its hits are not listed in these tables
Target sequence (Q99714 whole entry, looked up, one chain of several): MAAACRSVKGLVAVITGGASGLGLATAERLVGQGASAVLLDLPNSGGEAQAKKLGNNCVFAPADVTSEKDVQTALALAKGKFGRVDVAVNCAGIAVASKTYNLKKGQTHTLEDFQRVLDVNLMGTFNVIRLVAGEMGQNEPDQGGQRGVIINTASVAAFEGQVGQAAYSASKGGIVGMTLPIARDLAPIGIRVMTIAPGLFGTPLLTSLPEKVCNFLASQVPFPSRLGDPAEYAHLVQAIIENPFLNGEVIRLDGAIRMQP
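E. coli-expressed His-tagged HADH2 tested at 20 nM in alkaline Tris buffer (pH 9.0); oxidation of 90 uM beta-hydroxybutyryl-CoA with 1 mM NAD+ tracked fluorimetrically for 4 min.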
* = called active by the depositor; u = inconclusive; x = not tested or not shown; [ ] = dose if it differs, or a comment. Unless noted, calls come from the whole dose curve; as a rule, active = well fitted curve in the direction sought with a large enough effect; inconclusive = small, poorly fitted or top-dose-only effect, or another doubt; inactive = no such curve, though single readings can be large; an effect the other way counts as inactive or inconclusive. Some of the compounds tested; the hit share may differ from the screen's.

SMILES	UbGFP stabilizer	CRE Fsk mod	Pol III holo inh	GFP derepression	BRCT PPI red	USP2a inh	ALOX15 inhib	HBB splice mod	Hsp90 Hop PPI	BRCT inh green	HADH2 inh
O=C(NCC(=O)N(c1ccc(F)cc1)C(C(=O)NCC1CCCO1)c1ccccc1)c1ccco1 (configuration not stated)	-4%	-6%	-3%	1%	-0.3%	5%	8%	x	-1%	-0.5%	-3%
CCc1nnc(NC(=O)c2ccc(NS(=O)(=O)c3ccccc3)cc2)s1	-1%	-14%	-2%	0%	0.1%	-10%	-9%	9.8%	-3%	-5.7%	-8%
Cn1c(=O)oc2cc(S(=O)(=O)N3CCC(N4CCCCC4)CC3)ccc21	13%	-5%	-11%	-3%	0.8%	x	0%	-0.5%	-2%	-4.6%	-7%
O=C(CSC1=NCCS1)Nc1ccc(S(=O)(=O)N2CCCCCC2)cc1	-2%	-4%	-5%	4%	0.1%	5%	-2%	-0.1%[57.5 µM]	0%	-4.4%	9%
O=C(Cn1ccc2ccccc2c1=O)NCCC(=O)Nc1cccnc1	-1%	u	-4%	1%	-2.4%	0%	3%	-2.1%	4%	-0.8%	5%
CC1(C)OC(=O)C(=CNc2cccc(O)c2)C(=O)O1	-2%	2%	2%	2%	0.4%	-9%	5%	0.2%	-6%	0.7%	-7%
Cc1ccc(S(N)(=O)=O)cc1	x	-4%	-2%	x	-1.3%	x	2%	1.7%	-3%	0.6%	2%
COc1ccc(S(=O)(=O)Nc2nncs2)cc1	-2%	-12%	-8%	0%	0.3%	0%	-9%	2.5%	5%	-0.7%	-27%
COc1ccc(CC(=O)Nc2ccc3c(c2)CCC3)cc1S(=O)(=O)N1CCOCC1	-2%	u	1%	1%	-0.1%	38%[activator]	-2%	-0.2%	-5%	-1.3%	8%
C[C@@H]1C[C@H]2[C@@H]3C[C@H](F)C4=CC(=O)C=C[C@@]4(C)[C@]3(F)[C@H](O)C[C@]2(C)[C@@]1(O)C(=O)CO	-14%[20.5 µM]	-5%[17.1 µM]	-4%[25.6 µM]	1%[20.6 µM]	-0.6%[34.4 µM]	9%[17.1 µM]	1%[25.6 µM]	1.4%[20.6 µM]	-3%[26 µM]	-0.6%[34.4 µM]	2%[25.6 µM]
O=C(COc1ccc(Cl)cc1Cl)NCCCN1CCOCC1	-6%	0%	-6%	0%	-0.7%	10%	5%	0.2%[9.22 µM]	-1%	-1.6%	2%
CCN(C(=O)C1CCCCC1)c1nnc(-c2cccnc2)s1	1%	20%	-2%	0%	-0.8%	6%	-8%	x	-1%	-0.3%	3%
CS(=O)(=O)N(CC(=O)N1CCCCCC1)c1ccc(Br)cc1	4%	-6%	-6%	1%	-0.6%	0%	3%	-2.1%	1%	-0.5%	-4%
Cc1ccc(-c2nn(C)c(=O)c3ccccc23)cc1S(=O)(=O)N1CCOCC1	1%	3.2µM*	3%	-2%	-0.7%	11%	6%	0.3%	-1%	4.1%	7%
O=C(NCC(=O)N(Cc1ccccc1)C(C(=O)NC1CCCC1)c1ccco1)c1ccco1 (configuration not stated)	1%	-8%	-8%	-2%	-1.4%	2%	-1%	4.0%	-1%	1.0%	7%
O=C(CSc1nnc(Cn2nnc3ccccc32)o1)N(Cc1ccc(F)cc1)c1ccccc1	-4%	3%	-5%	-1%	-0.9%	9%	-3%	x	4%	1.9%	3%
Cc1ccc(-c2nnc(CSc3nnc4c5c(C)c(C)sc5nc(C(C)C)n34)o2)cc1	4%	3%	-3%	-1%	-1.6%	-1%	2%	x	0%	-0.9%	7%
O=C(Cc1cn2ccsc2n1)OCc1nc2ccccc2s1	-3%	u	-6%	1%	-2.0%	10%	-6%	-3.8%	u	-11%	u
Cc1ccc(N(C(=O)c2ccc3c(c2)OCO3)C2C=CS(=O)(=O)C2)cc1 (configuration not stated)	-10%	-8%	-2%	0%	1.3%	-6%	-11%	-2.3%	-6%	-0.9%	1%
CCN(C(=O)c1cc2cc(OC)ccc2oc1=O)c1ccccc1	-2%	u	-9%	-5%	-1.0%	3%	2%	0.8%	-4%	-1.1%	-3%
CCOC(=O)C(C)Oc1ccc(C2NC(=O)NC(C)=C2C(C)=O)cc1Br (configuration not stated)	4%	u	-8%	0%	-1.0%	-6%	-11%	-2.5%	-3%	-1.2%	5%
CCOc1ncccc1C(=O)OCC(=O)c1ccc[nH]1	4%	u	-2%	0%	0.1%	5%	-4%	0.3%	0%	-3.5%	8%
CCC/C=C(\CCC)C(NS(=O)(=O)c1ccc(C(F)(F)F)cc1)c1ccccc1 (configuration not stated)	x	u	-14%	x	0.0%	x	x	1.9%	u	-0.4%	1%
CCc1ccc2nc3c(c(C(=O)O)c2c1)CCC3	4%	1%	-6%	0%	-2.6%	-8%	2%	x	5%	-2.7%	-11%

Reformatted field by field: 3 of the compounds above
smiles: CCc1ccc2nc3c(c(C(=O)O)c2c1)CCC3
  UbGFP stabilizer: 4%
  CRE Fsk mod: 1%
  Pol III holo inh: -6%
  GFP derepression: 0%
  BRCT PPI red: -2.6%
  USP2a inh: -8%
  ALOX15 inhib: 2%
  HBB splice mod: x
  Hsp90 Hop PPI: 5%
  BRCT inh green: -2.7%
  HADH2 inh: -11%

smiles: O=C(NCC(=O)N(Cc1ccccc1)C(C(=O)NC1CCCC1)c1ccco1)c1ccco1 (configuration not stated)
  UbGFP stabilizer: 1%
  CRE Fsk mod: -8%
  Pol III holo inh: -8%
  GFP derepression: -2%
  BRCT PPI red: -1.4%
  USP2a inh: 2%
  ALOX15 inhib: -1%
  HBB splice mod: 4.0%
  Hsp90 Hop PPI: -1%
  BRCT inh green: 1.0%
  HADH2 inh: 7%

smiles: O=C(CSc1nnc(Cn2nnc3ccccc32)o1)N(Cc1ccc(F)cc1)c1ccccc1
  UbGFP stabilizer: -4%
  CRE Fsk mod: 3%
  Pol III holo inh: -5%
  GFP derepression: -1%
  BRCT PPI red: -0.9%
  USP2a inh: 9%
  ALOX15 inhib: -3%
  HBB splice mod: x
  Hsp90 Hop PPI: 4%
  BRCT inh green: 1.9%
  HADH2 inh: 3%

Next section.
SMILES	UbGFP stabilizer	CRE Fsk mod	Pol III holo inh	GFP derepression	BRCT PPI red	USP2a inh	ALOX15 inhib	HBB splice mod	Hsp90 Hop PPI	BRCT inh green	HADH2 inh
Cc1noc(C)c1COc1ccc(C(=O)OC(C)C(=O)Nc2ccc(N3CCOCC3)cc2)cc1 (configuration not stated)	2%	u	0%	2%	0.3%	7%	-4%	1.1%	-9%	-2.6%	9%
Cc1ccccc1NC(=O)C1CCN(c2cnccn2)CC1	-2%	1%	-4%	-2%	-1.0%	-2%	-23%	0.9%	u	-3.2%	31%
CCOC(=O)c1c(C)[nH]c(C(=O)OCc2c(C)noc2C)c1C	2%	u	-4%	-2%	-0.6%	3%	-9%	-3.3%	-6%	0.0%	-7%
CN1CCN(Cc2nc3c(c(=O)n(C)c(=O)n3C)n2Cc2cccc3ccccc23)CC1	8%	-13%	-5%	3%	1.1%	4%	-6%	-0.2%[0.369 µM]	-5%	0.9%	14%
CN1CCCN(C(=O)Cc2c(Cl)cccc2Cl)c2nc3ccccc3nc21	-5%	u	-1%	4%	-2.7%	-4%	-16%	10µM*	u	-1.1%	-5%
COc1ccc(-c2[nH]ncc2Oc2ccccc2OC)c(O)c1	1%	u	1%	8%	-0.4%	2%	u	1.7%	-5%	0.7%	-15%
O=C1C=C(c2ccccc2)C(O)(c2ccccc2)C1 (configuration not stated)	-3%	-9%	-6%	-1%	-0.7%	1%	-3%	-1.4%	-2%	-1.9%	-12%
Cc1ccc(S(=O)(=O)c2nc(-c3ccccc3)oc2NCc2cccnc2)cc1	-2%	u	4%	0%	0.2%	18%	-1%	0.7%	-18%	-0.5%	17%
Cn1c(NCCCO)nc2c(c1=O)C1(CCCCC1)Cc1ccccc1-2	-1%	3%	3%	-3%	-0.6%	22%	-2%	x	-2%	-0.6%	32µM*
CCc1cc(/C(Cc2ccc3ccccc3n2)=N\O)c(O)cc1O	-4%	6%	8%	0%	-2.1%	8%	u	-3.1%[57.5 µM]	-10%	1.6%	-26%
CCOc1ccc(C(=O)CCN2CCCCCC2)cc1	-7%	-19%	-5%	0%	-0.2%	u	-1%	x	0%	-1.8%	u
